USP2a inh = blocks human ubiquitin-specific protease USP2a. O75604. USP2 core, Ub-CHOP2 coupled fluorogenic reporter, 485/531. Potency, µM (highest dose often 38.3 µM), for the others: top-dose activity change, negative = inhibition, usual class: inhibitors. 330,000 tested, 0.01% active. AID 463254;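 also: potency is read from the fitted curve at half-maximal effect; plate controls were DMSO wells for no effect and full inhibition by NEM control for full effect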
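Cell-free coupled assay: 10nM USP2 core preincubated 30min RT with compound in Tris-HCl pH 8.0/CaCl2/CHAPS buffer, then 25nM Ub-CHOP2 and 25nM reporter substrate; fluorescence (Ex 485/Em 531) read after 60min RT, normalized to NEM inhibition, concentration-response curves fitted.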
KCNH2 3.1 inh = inhibitors of human KCNH2 3.1 potassium channel isoform; U2OS KCNH2 3.1, thallium flux FluxOr; hits give low values; activity change, % (tested at about 1.8 µM); 340,000 tested, 0.95% active; AID 720553;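 active = maximum activity change below -70%; inconclusive = maximum activity change from -70% to -50%; inactive = maximum activity change above -50%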;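 also: thallium influx rate constant from kinetic fluorescence after stimulation buffer; % is scaled to controls: 0 for no effect and ±100 for the full control effect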
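We transduce U2OS cells with the mutant 3.1 virus, culture them overnight, load FluxOr with Red40 quencher for 45 min, then add stimulation buffer and read kinetically for 2 min to derive a normalized rate constant.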
TRPV1 ag = activates the human vanilloid receptor TRPV1 | Q8NER1 | TRPV1-expressing cells, Fluo-8 calcium influx, agonist mode | activation, % at 8.33 µM | 320,000 tested, 0.19% active | AID 540275; in the data active = activation above about 80%; inconclusive = between about 30% and that limit; also: 0% is about no effect
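Cells expressing TRPV1 were dye-loaded with Fluo-8 and read kinetically: 10 s baseline, 3 min after compound (agonist portion), then 2 min after EC20 capsaicin (allosteric enhancer portion). Calcium-bound dye fluorescence at 480/520 nm.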
CXXC DNA block = blocks binding of human MLL CXXC domain to DNA | Potency, µM (titrated, usually from 115 µM), inactives show at the top dose activity change, negative = inhibition, most hits filed as inhibitors | MLL-CXXC / FITC-HOXA9 DNA fluorescence polarization | Q03164 | AID 2662 | 290,000 tested, 0.037% active; active = well fitted inhibition curve with a large enough effect in the polarisation, with a control signal flat, not every such curve was filed as active; inconclusive = small, poorly fitted or top-dose-only effect, or effect the other way, or a change in a side signal; inactive = no such curve, though single readings can be large or run the other way; the % refers to the polarisation; also: potency is read from the fitted curve at half-maximal effect
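Purified MLL-CXXC (added from a 7 uM solution) was preincubated 5 min at ambient with pinned compounds in 50 mM Tris-HCl pH 7.5, 50 mM NaCl, 1 mM DTT, 0.05% BSA. Fluorescein-labeled HOX-A9 DNA (50 nM solution) followed, 30 min, then polarization read.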
hERG WT inh = inhibitors of human wildtype KCNH2 potassium channel; 340,000 tested, 0.37% active; activity change, % at 1.84 µM; U2OS, BacMam KCNH2, thallium flux FluxOr; hits give low values;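 active = maximum activity change below -70%; inconclusive = maximum activity change between -70% and -50%; inactive = maximum activity change above -50%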; also: % is scaled to controls: 0 for no effect and ±100 for the full control effect
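U2OS cells transduced with wild-type KCNH2 virus are loaded with FluxOr dye for 45 min, and thallium flux is measured in kinetic reads before and after stimulation buffer. Rate constants are normalized to DMSO controls.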
B2AR arrestin = beta2AR (human) beta-arrestin recruitment activity; beta-arrestin recruitment to beta2AR, cell-based reporter; Potency, µM (top dose mostly 46.1 µM), for the others: at the highest dose activation, usual class: activators; 330,000 tested, 0.02% active; AID 492947;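 also: potency is read from the fitted curve at half-maximal effect; 0% = DMSO controls and full agonism = EC100 isoproterenol or metaproterenol; nearly all actives have a fitted effect of over 65% in size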
GALK inh = galactokinase (human) inhibition | 270,000 tested, 0.007% active | AID 1868 | Potency, µM (top dose mostly 57.5 µM), for the others: at the top dose activity change, negative = inhibition, usual class: inhibitors | Purified GALK, Kinase-Glo residual ATP luminescence; also: potency is read from the fitted curve at half-maximal effect; % is scaled to controls: 0 for no effect and ±100 for the full control effect
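Human GALK (5 nM) with 35 uM ATP and 100 uM galactose in 20 mM HEPES pH 8.0, 5 mM MgCl2, 60 mM NaCl, 1 mM DTT, 0.01% BSA. After 1 h at room temperature, leftover ATP was read by Kinase-Glo Plus luminescence.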
PKM2 act = activators of human pyruvate kinase M2 | P14618 | purified PKM2, Kinase-Glo ATP luminescence, activation; response scale: 0% is enzyme alone, no compound | Potency, µM (doses to about 57.5 µM), without a hit: at the highest dose activation, usual class: activators | 260,000 tested, 0.34% active | AID 1631; also: potency is read from the fitted curve at half-maximal effect; % is scaled to controls: 0 for no effect and ±100 for the full control effect; nearly all actives have a fitted effect of over 55% in size
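hPK-M2, >95% pure; 0.1 mM ADP / 0.5 mM PEP final; imidazole pH7.2 buffer w/ 7 mM MgCl2, 50 mM KCl; 1 h RT; Kinase-Glo lum. Intermediate enzyme activity for dual inhibitor/activator qHTS.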
Coupling enz = inhibits coupling enzyme system, counter-screen for aldolase hits; coupling enzyme system counterscreen, AmpLite Red fluorescence; activity change, negative = inhibition, % at 58.2 µM, hits read low; 290,000 tested, 0.67% active; in the data active = activity change below about -30%; also: % is scaled to controls: 0 for no effect and ±100 for the full control effect
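Counterscreen lacking aldolase: glyceraldehyde-3-phosphate coupling-enzyme reagent preincubated 10 min at RT with compound (at 57.5 uM final), then substrate/coupling system with AmpLite Red added; fluorescence read at 525/598 nm after 20 min RT.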
Giardia killer = Giardia lamblia killing; activity change, % at 7.66 µM, hits read low; Giardia lamblia trophozoite viability; 340,000 tested, 0.15% active; AID 540267; in the data active = activity change below about -80%; inconclusive = between about -30% and that limit;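 also: parasites exposed to compound for two days anaerobically before the ATP read; % is scaled to controls: 0 for no effect and ±100 for the full control effect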
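Compounds were tested on trophozoites seeded at 100 cells/well and held 48 hrs at 37 deg C anaerobically. An ATP-based luminescent kit measured the remaining live cells.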
Menin-MLL TR inh = displaces Texas Red mutant MLL peptide from human menin. 270,000 tested, 0.23% active. Menin + Texas Red MLL mutant peptide, fluorescence polarization. Potency, µM (highest dose often 61.6 µM), for the others: at the top dose FP activity change, negative = inhibition, most hits filed as inhibitors. O00255. AID 1768; active = well fitted inhibition curve with a large enough effect in the polarisation, with a control signal flat, not every such curve was filed as active; inconclusive = small, poorly fitted or top-dose-only effect, or effect the other way, or a change in a side signal; inactive = no such curve, though single readings can be large or run the other way; the % refers to the polarisation; also: potency is read from the fitted curve at half-maximal effect; % of control where 0% means no effect; many of its hits are not listed in these tables
Starred values were filed as active, the others as inactive; u = inconclusive; x = no result given; & = joins results of further samples; [ ] = remark or other dose. Unless noted, calls follow the shape of the dose curve; as a rule, active = well fitted curve in the direction sought with a large enough effect; inconclusive = small, poorly fitted or top-dose-only effect, or another doubt; inactive = no such curve, though single readings can be large; an effect the other way counts as inactive or inconclusive. This is a subset; rates above refer to the full screens.

SMILES	USP2a inh	KCNH2 3.1 inh	TRPV1 ag	CXXC DNA block	hERG WT inh	B2AR arrestin	GALK inh	PKM2 act	Coupling enz	Giardia killer	Menin-MLL TR inh
CC(C)n1cc(CN2CCN(CCc3ccccc3)C(CCO)C2)cn1 (stereo not given)	1%	-31	2	-3%	5	0.1%	-1%	0%	0	-23	-14%
COc1ccc(NC(=O)CSc2nnc(C)n2N)cc1S(=O)(=O)N1CCCCC1	3%	23	0	x	4	0.0%	x	x	x	3	x
COc1ccc(NC(=O)C2Cc3ccccc3O/C2=N\O)cc1 (stereo not given)	4%	10	0	-11%	-28	0.2%	-3%	x	1	0	u
COc1ccc2nc(NC(=O)Cc3ccc(OC)c(S(=O)(=O)N4CCOCC4)c3)sc2c1	-2%	-5	-2	-4%	1	0.3%	-1%	-2%	1	1	13%
Clc1ccc(Oc2ccccc2)c2ncccc12	1%	10	1	4%	28	-0.3%	5%	x	0	15	-14%
CCN(CC)c1ccc(C(=O)OCC(=O)Nc2sccc2C#N)cc1	-2%	-10	3	1%	-12	-0.6%	0%	16%	4	-3	11%
O=C(Nc1cccc(C(=O)O)c1)/C(=C\c1ccc2c(c1)OCO2)NC(=O)c1ccccc1Cl	0%	13	1	-8%	-10	0.5%	-3%	6%	x	10	x
CC(C)Cc1cc(C(=O)N(C)C2CCCN(Cc3ccccc3F)C2)n(C)n1 (stereo not given)	0%	1	u	14%	3	-0.9%	5%	6%	-2	30	-16%
O=C(c1cc(NC(=O)C23CC4CC(CC(C4)C2)C3)cc(NC(=O)C23CC4CC(CC(C4)C2)C3)c1)N1CCCCC1	-6%	-1	2	2%	0	0.0%	-1%	-5%	4	5	-8%
O=C(NC1CCN(Cc2ccccc2)CC1)c1ccc(S(=O)(=O)NCc2ccco2)cc1	3%	-35	0	-1%	10	0.0%	1%	-47%	-1	58[activator]	-4%
Cc1ccccc1NC(=O)c1cc(S(=O)(=O)N2CCCCC2)cs1	2%	-3	9	9%	-16	0.0%	0%	-5%	-2	-7	u
CC(Oc1ccccc1)C(=O)N1CCN(C(=O)C(C)Oc2ccccc2)CC1 (stereo not given)	1%	x	4	6%	13	-0.4%	5%	5%	x	-9	x
Cn1nc(C(F)(F)F)c(-c2cccc(C(F)(F)F)c2)c1NC(=O)c1cccnc1	0%	18	3	1%	3	0.4%	x	-7%	0	10	x
O=C(COC(=O)c1cc(Cl)ccc1O)Nc1ccc2c(c1)OCCO2	0%	-9	21	x	9	-1.4%	x	x	x	-27	x
COc1ccc(C)cc1S(=O)(=O)NC1CCCCC1C (stereo not given)	0%	14	12	1%	0	-0.6%	1%	-4%	2	7	-20%
Cc1ccc(NC(=O)COC(=O)C2(C)CC2(Cl)Cl)cc1S(=O)(=O)N1CCOCC1 (stereo not given)	0%	-9	u	x	-5	-0.2%	x	x	x	-6	x
CC(=O)c1cccc(S(=O)(=O)NCCC(=O)Nc2ccc(S(N)(=O)=O)cc2)c1	2%	-14	-1	-4%	5	-0.3%	0%	5%	4	8	-35%
CCOC(=O)N1CCN(CC(O)COc2c(OC)cccc2OC)CC1 (stereo not given)	-5%	11	-3	-5%	3	-0.2%	0%	-11%	-1	1	-15%
CC(C)n1ncc2c(C(=O)Nc3ccc(S(N)(=O)=O)cc3)cc(C3CC3)nc21	-13%	2	81*	x	1	2.4%	x	x	x	15	x
Cc1ccc(CCNC(=O)C2CCN(S(=O)(=O)c3ccc4c(c3)CCC(=O)N4)CC2)cc1	6%	-5	4	5%	-3	-0.6%	-1%	-18%	0	-4	8%
Cc1ccc(Cn2ncc3c(NCCN(C)C)ncnc32)cc1	0%	0	2	4%	0	0.2%	x	x	5	8	8%
Cc1ccc(OCC(=O)NCC2CCCO2)c(C)c1 (stereo not given)	2%	-4	-1	-5%	1	-0.1%	-3%	2%	5	10	7%
Nc1cccc(-c2nc3ccccc3s2)c1	-1%	-10	1	6%	2	-0.4%	5%	-28%	1	-8	u
COC(=O)c1ccc(NC(=S)N2CCN(CCO)CC2)cc1	0%	-7	u	-4%	2	-0.4%	7%	0%[11.5 µM]	0	-15	6%
Cc1nc(NC(=S)NC(=O)c2ccccc2)sc1C(=O)N(C)C	2%	-2	-3	0%	21	0.0%	-2%	-2%	-1	-17	1%

The list goes on, starting with the last two of the part before.
SMILES	USP2a inh	KCNH2 3.1 inh	TRPV1 ag	CXXC DNA block	hERG WT inh	B2AR arrestin	GALK inh	PKM2 act	Coupling enz	Giardia killer	Menin-MLL TR inh
COC(=O)c1ccc(NC(=S)N2CCN(CCO)CC2)cc1	0%	-7	u	-4%	2	-0.4%	7%	0%[11.5 µM]	0	-15	6%
Cc1nc(NC(=S)NC(=O)c2ccccc2)sc1C(=O)N(C)C	2%	-2	-3	0%	21	0.0%	-2%	-2%	-1	-17	1%
CC(=O)N(Cc1ccc(F)cc1)c1cccc(C)c1C	1%	13	19	11%	10	0.0%	-1%	-2%	0	9	u
O=C(Nc1ccccc1N1CCCCC1)c1ncoc1-c1cccc(F)c1	8%	-6	7	-11%	-5	0.3%	4%	-5%	2	4	x
C/C(=N/NS(=O)(=O)c1cccc([N+](=O)[O-])c1)c1c[nH]c2ccccc12	0%	1	0	-4%	4	-0.6%	-2%	7%	x	0	x
CCC(=O)NNc1nc2c(Cl)cccc2s1	3%	-9	1	-1%	0	-0.2%	0%	-1%	0	-16	-14%
Cc1noc(NC(=O)c2c(-c3c(Cl)cccc3Cl)noc2C)c1[N+](=O)[O-]	0%	19	1	-10%	3	-0.4%	x	-1%	9	6	x
CCCCc1nnc(NC(=O)C2CC(=O)N(Cc3ccccc3)C2)s1 (stereo not given)	4%	-13	1	-2%	6	0.2%	4%	-6%	x	-19	x
COc1cc(C(=O)OCc2cc3ccccc3[nH]c2=O)cc(OC)c1OC	0%	3	0	-2%	-21	-0.1%	-2%	2%	0	8	21%
O=C(CNC(=O)c1nc[nH]c1C(=O)NCc1ccccc1)OCc1ccccc1	-2%	-5	4	3%	8	-0.7%	x	3%	1	27	19%
CN1C(=O)c2ccccc2C(C(=O)NCC2CCCO2)C1c1c[nH]c2ccccc12 (stereo not given)	x	-1	-2	-1%	4	x	3%	0%	1	6	-8%
CCC1(CC)C(=O)C2=C3C1[C@H](C(=O)OC)C=C(C(=O)OC)C[C@H]3n1c(=O)n(-c3ccccc3)c(=O)n1[C@H]2C (stereo not given in full)	x	8	x	x	6	x	x	x	0	6&30	2%
COc1ccc(C2/C=C\CNCC(=O)N2Cc2ccc(F)cc2)cc1 (stereo not given)	8%	x	1	9%	x	-0.2%	-2%	4%	0&-1	-22&-17	u
O=C(N/N=C/c1ccc(OC2CSC2)cc1)c1ccc(CN2CCOCC2)cc1	2%	-20	18	4%	-19	-0.4%	9%	2%	4	8	2%
CN1C(=S)SC(/[N+]([O-])=C\c2ccco2)C1(C)C (stereo not given)	0%	-2	1	1%	-11	-0.4%	11%	-1%	4	1	2%
COc1ccccc1CCNC(=O)C1CCN(c2nnc(C)c3c(C)n(-c4ccc(C)cc4)nc23)CC1	-2%	u	u	53%[activator]	-5	0.3%	7%	x	1	u	u
c1ccc(Cn2ncc3ccccc32)cc1	-2%	3	4	3%	2	-1.9%	1%	0%	2	5	-4%
CCc1cccc(Nc2cc(C)nc3nc(C)nn23)c1	2%	11	3	3%	-4	0.1%	0%	-15%	-4	1	-10%
COc1ccc(OC)c(C(=O)c2ccc(C(=O)c3cc(OC)ccc3OC)cc2)c1	2%	-6	-1	-4%	3	0.1%	-3%	0%	-1	-7	x
O=C(NCCCc1nc2ccccc2[nH]1)c1ccco1	3%	-7	0	-10%	-16	-0.6%	-8%	1%	x	-15	x
Cc1cc(C)c(NC(=O)CSc2nc(=O)n(CCN3CCOCC3)c3c2CCCC3)c(C)c1	2%	-3	1	x	14	0.3%	x	x	x	-6	x
CCCOc1ccc(N2C(=O)CC(N(CCc3ccc(OC)cc3)C(=O)c3ccccc3)C2=O)cc1 (stereo not given)	3%	-10	-3	-9%	6	0.2%	1%	-6%	-5	2	x
COc1ccc(OC)c(C2=NS(=O)(=O)N(C)C(C(=O)NCc3cccs3)=C2)c1	-5%	2	6	-4%	12	0.3%	-2%	2%[0.46 µM]	-1	-27	21%
COc1ccccc1C(C)NC(=O)C1CCN(S(=O)(=O)c2cccs2)CC1 (stereo not given)	-1%	-10	0	x	-1	-0.8%	x	x	x	5	x
